# CHRM5 PAM: potentiates acetylcholine response at human M5 receptor; CHO-K1 hM5, Fluo-8 calcium, ACh EC20 PAM; 0% = ACh EC20, 100% = ACh EC100; hit rate 0.3% among 360,000; AID 624038; activation, % at 3 µM;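 active means activation above the run cutoff, the mean activation of all test compounds plus 3 SD, cut at about 18% in these data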
#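 System: CHO-K1 cell line with stable human muscarinic M5 receptor expression | Also added: EC20 acetylcholine as agonist stimulus | Compound: One concentration, 3 µM final (nominal) | Timing: Fluo-8 loading 80 min at 37 °C plus 30 min room temperature | Measured by: Fluo-8 calcium dye fluorescence, kinetic read | Read-out basis: % activation, ACh-normalized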
# CRFBP-R2 agonist: agonists of human CRF-binding protein/CRF-R2 receptor complex | HEK293 CRF-R2/CRF-BP, calcium dye fluorescence (FLIPR); percent of saturating CRF peptide response | activation, % at 13.2 µM | hit rate 0.46% among 350,000 | AID 588473;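 active means activation of at least 50%, plus an integration ratio under a set limit after plate pattern correction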;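 further: plate controls were neutral control wells without compound for no effect and CRF at EC100 for full effect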
# M4 PAM: positive allosteric modulators of human muscarinic M4 receptor | CHO-K1 hM4/Gqi5, Fluo-8 calcium fluorescence, ACh EC20; 0% = ACh EC20, 100% = maximal ACh | hit rate 0.4% among 360,000 | P08173 | activation, % at 3 µM;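 active means activation above its plate's cutoff, the mean activation of sample wells plus 3 SD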; further: some results filed as inactive read as strong as hits
# Target sequence (P08173 whole entry, looked up): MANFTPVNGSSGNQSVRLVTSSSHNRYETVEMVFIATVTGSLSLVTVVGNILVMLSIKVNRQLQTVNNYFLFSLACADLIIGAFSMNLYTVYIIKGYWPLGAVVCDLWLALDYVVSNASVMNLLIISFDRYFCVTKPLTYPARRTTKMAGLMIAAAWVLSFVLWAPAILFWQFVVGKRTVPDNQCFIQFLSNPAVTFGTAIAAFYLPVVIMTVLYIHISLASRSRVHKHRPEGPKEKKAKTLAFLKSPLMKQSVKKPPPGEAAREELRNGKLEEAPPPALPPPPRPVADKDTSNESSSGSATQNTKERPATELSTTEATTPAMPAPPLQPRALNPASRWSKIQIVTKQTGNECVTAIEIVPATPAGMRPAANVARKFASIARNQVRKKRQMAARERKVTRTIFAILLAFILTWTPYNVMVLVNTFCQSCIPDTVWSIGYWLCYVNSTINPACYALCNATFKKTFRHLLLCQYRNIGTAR
# M4 antag: CHRM4 antagonism in calcium assay; P08173; CHO-hM4 cells, ACh EC80, Fluo-8 calcium fluorescence; inhibition, % at 3 µM; hit rate 0.73% among 360,000; AID 624125;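 active means inhibition above its plate's cutoff, the mean inhibition of sample wells plus 3 SD, cut at about 27% in these data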;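 further: 0% = acetylcholine EC80 with DMSO and 100% = DMSO without agonist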
# M1 antag: antagonists of human M1 muscarinic receptor; CHO-K1 hM1, Fluo-8 calcium fluorescence, ACh EC80 antagonist; inhibition, % at 3 µM; hit rate 1.3% among 360,000; AID 588852;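 active means percent inhibition above its own plate's cutoff, namely the mean of that plate's compound wells plus 3 SD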;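 further: peak over basal fluorescence ratio during 140 s after agonist addition; 0% = ACh EC80 plus DMSO and 100% = DMSO alone without agonist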
# Target sequence (P11229 whole entry, looked up): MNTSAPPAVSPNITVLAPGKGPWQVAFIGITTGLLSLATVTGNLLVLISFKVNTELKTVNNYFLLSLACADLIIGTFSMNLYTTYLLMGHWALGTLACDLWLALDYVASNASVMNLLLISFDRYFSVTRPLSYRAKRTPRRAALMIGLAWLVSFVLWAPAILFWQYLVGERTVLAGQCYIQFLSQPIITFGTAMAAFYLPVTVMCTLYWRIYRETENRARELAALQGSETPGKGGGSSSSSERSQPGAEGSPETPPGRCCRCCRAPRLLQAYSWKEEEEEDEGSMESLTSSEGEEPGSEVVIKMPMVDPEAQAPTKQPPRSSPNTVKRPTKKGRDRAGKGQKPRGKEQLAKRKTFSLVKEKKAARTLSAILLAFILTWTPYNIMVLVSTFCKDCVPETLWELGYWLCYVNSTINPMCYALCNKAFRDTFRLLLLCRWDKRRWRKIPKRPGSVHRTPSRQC
# M1 PAM: positive allosteric modulators of human M1 muscarinic receptor | P11229 | hit rate 0.088% among 360,000 | activation, % at 3 µM | CHO-K1 hM1, Fluo-8 calcium fluorescence, ACh EC20; 0% = ACh EC20, 100% = maximal ACh | AID 588819; in the data active means activation above about 19%, passing the limit was not always enough
# M5 ag: agonists of human muscarinic M5 receptor (CHRM5) | P08912 | CHO-K1 hM5 cells, Fluo-8 calcium fluorescence; 0% DMSO wells, 100% maximal acetylcholine response | activation, % at 3 µM | hit rate 0.19% among 360,000 | AID 624037;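 active means activation above the run's mean over test compounds plus 3 SD, cut at about 23% in these data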;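 further: signal is peak over basal fluorescence ratio across the kinetic read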
# CHRM4 agonist: agonists of human muscarinic M4 receptor (CHRM4). activation, % at 3 µM. AID 624127. P08173. hit rate 0.14% among 360,000. CHO-K1 hM4/Gqi5, Fluo-8 calcium fluorescence; vehicle 0%, full acetylcholine response 100%;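 active means activation above the run mean over all test wells plus 3 SD, cut at about 32% in these data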;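 further: peak over basal fluorescence ratio per well then scaled between controls; 0% = DMSO wells and 100% = acetylcholine at EC100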
# M5 antag: blocks acetylcholine activation of human M5 receptor | CHO-hM5 cells, Fluo-8 calcium fluorescence, ACh EC80 | inhibition, % at 3 µM | hit rate 0.59% among 360,000 | AID 624040;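 active means inhibition above a per-plate cutoff, the mean of that plate's test compounds plus 3 SD, cut at about 27% in these data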;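 further: 0% = acetylcholine EC80 with DMSO and 100% = DMSO without agonist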
# The depositor's hits bear a star; . = no result given.
SMILES,CHRM5 PAM,CRFBP-R2 agonist,M4 PAM,M4 antag,M1 antag,M1 PAM,M5 ag,CHRM4 agonist,M5 antag
O=C1CN(C(=O)CSc2nc3ccccc3c(=O)n2CC2CCCO2)c2ccccc2N1 (stereo not drawn),-2.0,-0.5,-7.2,-1.9,-7.9,7.5,1.6,5.4,7.2
COC(=O)CCCNC(=O)CC1C(=O)NCCN1Cc1ccoc1 (stereo not drawn),-3.3,0.5,4.4,7.3,-3.2,4.5,-0.6,0.2,4.2
O=C(CSc1ncccn1)Nc1cccc(S(=O)(=O)N2CCOCC2)c1,4.9,3.4,7.7,-1.3,-22.3,12.7,3.0,2.1,6.2
COc1ccc(/C(O)=C2\C(=O)C(=O)N(Cc3ccco3)C2c2cc(OC)ccc2OC)cc1 (stereo not drawn),-6.5,0.7,7.6,-3.4,-20.1,12.1,-3.9,1.1,-2.3
COc1ccccc1CCNC(=O)C1CCC(=O)N(Cc2cccc(F)c2)C1 (stereo not drawn),1.4,-3.5,4.3,-22.6,-4.4,4.5,-2.7,2.8,-10.9
N#C[C@@H]1N(Cc2ccccc2)C(=O)[C@H]2CC3C=CC21O3 (stereo partly drawn),6.8,0.2,16.8,-13.2,-11.5,7.9,-4.0,2.2,3.5
COc1ccc(S(=O)(=O)N2CCN(C(=O)c3ccc([N+](=O)[O-])o3)CC2)cc1,-8.6,0.4,-8.1,4.0,-3.9,-0.1,-5.2,1.8,21.6
COc1ccccc1CCNC(=O)c1cc(C2CC2)nc2c1cnn2C(C)C,-11.2,-0.2,-12.0,3.4,11.0,-9.3,-10.2,1.1,8.0
COc1ccc(C(C)N2CC34C=CC(O3)C(C(=O)O)C4C2=O)cc1 (stereo not drawn),6.6,-0.6,1.4,-2.4,-19.4,2.9,-1.7,-0.1,3.4
CC1CCCN(c2nc3ccccc3nc2C(C#N)S(=O)(=O)c2ccccc2)C1 (stereo not drawn),-3.9,20.5,8.0,2.2,-1.1,6.2,-1.3,1.9,-4.2
O=C(CN(c1ccc(Cl)c(C(F)(F)F)c1)S(=O)(=O)c1ccccc1)N/N=C/c1cccc2c1OCCO2,-2.3,1.6,-3.5,7.9,20.5,-13.2,-3.2,-0.7,-0.7
CCCCCn1c(CCNC(=O)CCC)nc2ccccc21,-1.2,-1.6,1.8,-14.6,-14.0,8.2,-1.2,1.4,2.4
COC(=O)c1[nH]c2cccc(OC)c2c1NC(=O)CN1CCN(c2cccc(OC)c2)C(C)C1 (stereo not drawn),-9.3,0.7,-5.0,-7.6,1.0,0.0,6.6,4.9,-0.8
O=C(NCCNc1ccnc2cc(Cl)ccc12)c1ccccc1F,-20.9,-0.1,-3.8,2.2,3.5,-7.9,-2.1,16.2,5.3
O=C(O)c1cc(S(=O)(=O)N2CCOCC2)c[nH]1,-4.8,-1.5,0.4,4.4,-4.3,6.3,3.0,0.8,5.9
CCCn1c(N)c(C(=O)CN(C)CC(=O)Nc2cccc(F)c2)c(=O)[nH]c1=O,4.5,-0.3,2.1,-2.9,11.7,-2.6,0.4,-0.3,12.8
CN1C(=O)C2(OCCCO2)c2ccccc21,-0.4,-0.1,2.5,-1.3,-9.6,6.7,-6.6,0.3,17.2
CCOC(=O)c1cc(C)n(CCc2ccccc2)c1C,6.4,-0.9,-2.2,-6.3,-32.2,5.4,-6.3,-1.8,-7.2
C#CC(CC)(CC)NC(=O)c1cc(S(=O)(=O)N2CCCCC2)ccc1N1CCOCC1,0.9,0.3,7.2,-15.0,-15.5,8.0,-0.4,-0.1,1.8
Cc1c(CCOC(=O)c2cccc([N+](=O)[O-])c2)sc[n+]1CC(=O)c1ccccc1,3.3,-1.6,-14.6,-15.7,20.8,-8.6,-10.3,0.8,-3.1
Cc1[nH]c(=O)c(C#N)c2c1CCCC2,3.2,-3.0,7.8,5.0,-9.6,2.3,2.0,0.1,-3.1
O=C(NCCc1cccs1)C1CC(c2cccc([N+](=O)[O-])c2)=NO1 (stereo not drawn),7.2,-1.1,14.8,-2.3,6.8,-0.3,4.6,4.4,7.2
C#CCOCCOCCOCCNc1nc(N2CCN(C(=O)[C@H]([C@@H](C)CC)n3cc([C@@H](N)CO)nn3)CC2)nc(N2CCN(C(=O)[C@H](CCCCN)n3cc([C@@H](N)CO)nn3)CC2)n1,1.6,-0.7,6.7,-11.3,3.2,11.7,6.4,0.8,2.0
O=C1OC2(O)C3C4C=CC(C4)C3C(=O)N2c2ccccc21 (stereo not drawn),-3.5,-3.5,-9.0,5.0,-1.5,1.0,0.0,0.1,10.0
Cc1ccccc1Nc1nc(N2CCOCC2)nc(N2CCOCC2)n1,-3.9,0.0,-5.1,16.9,11.2,-3.7,-4.6,-1.8,8.9
CC/C(=N/O)c1cnnc(SC)n1,-1.8,0.1,6.2,-3.5,-8.2,9.6,-1.2,0.6,-6.4
COc1ccc(-n2c(CN3CCOCC3)nc3ccc([N+](=O)[O-])cc3c2=O)c(OC)c1,2.7,-0.7,1.4,-4.2,-6.4,0.7,-0.3,7.5,2.9
Cc1ccccc1Cn1c(C)c(C(=O)N(C)Cc2ccc(F)cc2)sc1=O,-4.0,.,-0.6,-0.7,-5.2,3.2,6.0,6.2,7.2
CSc1ccc(CNC(=O)C2(C)CCCN(C(C)C)C2)cc1 (stereo not drawn),2.7,.,-5.3,-2.2,-16.4,4.4,-2.2,1.0,-14.1
Cc1c(Br)c(=O)oc2c(C)c(O)ccc12,-2.2,3.3,5.9,-8.5,-5.9,4.2,-4.7,3.3,-8.2
CC(=O)N1CCOc2ccc(S(=O)(=O)NCc3ccc(C)cc3)cc21,-4.8,-0.4,-2.7,-0.7,-5.0,2.7,2.1,5.0,0.6
CN(Cc1c(C(=O)N/N=C/c2cccc(O)c2)nnn1-c1nonc1N)C1CCCCC1,-6.2,-0.7,-4.6,-11.6,-8.6,11.0,-2.4,3.2,12.6
O=C(COC(=O)C1CC2CCCC(C1)C2=O)NC(=O)c1ccccc1 (stereo not drawn),-9.1,-0.5,-6.9,12.7,14.5,-8.9,2.6,0.2,0.0
C[C@H]1CN([C@@H](C)CO)C(=O)CCCn2cc(nn2)CO[C@@H]1CN(C)S(=O)(=O)c1cccc(F)c1,6.4,-2.3,0.2,-4.3,-9.3,4.5,0.2,0.2,-7.4
O=C1OCCC1S(=O)(=O)c1ccc2ccccc2c1 (stereo not drawn),-2.7,-2.2,-1.6,2.4,0.7,0.8,-6.5,0.0,-0.6
O=C(O)c1cccc(NC(=O)c2ccc(COc3ccc(Cl)cc3)cc2)c1,-4.1,-1.6,2.4,-9.7,-12.8,11.8,0.4,1.2,3.8
COc1ccc(CCN(Cc2ccccn2)C(=S)Nc2cccc(SC)c2)cc1OC,5.3,0.5,0.7,-1.0,-3.0,1.4,2.7,2.4,10.1
CCOc1ccccc1C(=O)N1CCN(c2cccc(Cl)c2)CC1,-3.9,-0.6,5.1,-6.8,-5.1,-0.5,-0.5,6.4,-4.3
O=C(O)c1cc2ccccc2cc1Nc1ccccc1,0.1,0.4,0.1,-0.1,-20.3,11.5,-1.0,-0.4,9.2
COc1ccc(OC(=O)NCCc2ccccc2)cc1,10.6,0.7,-0.1,-3.3,-5.5,10.8,0.7,-0.3,-0.5
OCC1(Cc2ccc(F)cc2)CCCN(Cc2ccc(F)cc2Cl)C1 (stereo not drawn),5.6,1.3,-7.6,-1.4,-4.2,-1.8,1.2,-1.1,-3.5
CCCCc1nc(SCC(=O)N2CCOCC2)c2c(=O)n(C)c(=O)n(C)c2n1,3.1,0.0,-0.1,10.9,-5.2,7.2,-0.9,2.8,3.2
COC(=O)C1(C(F)(F)F)C2C=CC(C2)N1S(=O)(=O)c1ccc(C)cc1 (stereo not drawn),-2.4,-0.8,0.7,1.7,-5.3,10.8,-3.2,0.2,14.4
Cc1[nH]c2ccccc2c1C1(O)C(=O)N(C(C)C)c2ccccc21 (stereo not drawn),0.7,-0.8,1.8,0.1,-0.3,-2.2,-0.6,0.0,-1.0
COc1ccc(-c2nonc2NC(=O)c2oc3ccccc3c2C)cc1OC,-0.4,-1.2,1.1,-0.7,-2.3,6.9,-2.5,0.2,8.2
O=C(c1ccco1)N1CCN(C(=O)C2CC(c3ccc(Cl)cc3)=NO2)CC1 (stereo not drawn),0.2,-1.4,0.3,3.1,-20.1,3.7,0.2,1.4,2.1
CCOC(=O)c1cnc2ccc(C)cc2c1OCc1cc(F)cc(F)c1,4.0,-1.1,2.7,1.8,-26.6,8.7,-2.6,0.6,-12.4
C[C@@H](O)CC#Cc1ccc2oc(=O)c(-n3cc(-c4ccsc4)nn3)cc2c1,10.8,-2.5,4.5,-14.1,-5.7,10.5,-0.2,4.0,4.5
CCOc1cc(NC(=S)NCc2ccco2)c(OCC)cc1NC(=O)CC,5.5,-0.3,5.9,3.7,2.0,-2.5,-2.1,1.3,-8.2
COCCNC(=O)C(c1ccc(C)o1)N(C(=O)c1snc(C(N)=O)c1N)c1ccc(C)cc1 (stereo not drawn),0.4,0.2,7.6,-7.4,-10.0,0.7,2.0,1.7,-5.6

# 4 compounds picked at random from the list so far:
SMILES,CHRM5 PAM,CRFBP-R2 agonist,M4 PAM,M4 antag,M1 antag,M1 PAM,M5 ag,CHRM4 agonist,M5 antag
Cc1[nH]c2ccccc2c1C1(O)C(=O)N(C(C)C)c2ccccc21 (stereo not drawn),0.7,-0.8,1.8,0.1,-0.3,-2.2,-0.6,0.0,-1.0
COCCNC(=O)C(c1ccc(C)o1)N(C(=O)c1snc(C(N)=O)c1N)c1ccc(C)cc1 (stereo not drawn),0.4,0.2,7.6,-7.4,-10.0,0.7,2.0,1.7,-5.6
CCCCc1nc(SCC(=O)N2CCOCC2)c2c(=O)n(C)c(=O)n(C)c2n1,3.1,0.0,-0.1,10.9,-5.2,7.2,-0.9,2.8,3.2
COc1ccc(-c2nonc2NC(=O)c2oc3ccccc3c2C)cc1OC,-0.4,-1.2,1.1,-0.7,-2.3,6.9,-2.5,0.2,8.2

# Arranged by the number under CRFBP-R2 agonist (lowest first): 3 of the compounds above
Structure	CRFBP-R2 agonist
O=C(O)c1cccc(NC(=O)c2ccc(COc3ccc(Cl)cc3)cc2)c1	-1.6
COC(=O)C1(C(F)(F)F)C2C=CC(C2)N1S(=O)(=O)c1ccc(C)cc1 (stereo not drawn)	-0.8
Cc1ccccc1Nc1nc(N2CCOCC2)nc(N2CCOCC2)n1	0.0

# (next part)
SMILES,CHRM5 PAM,CRFBP-R2 agonist,M4 PAM,M4 antag,M1 antag,M1 PAM,M5 ag,CHRM4 agonist,M5 antag
Cc1ccn2c(=O)nc(SCC(=O)NC3CCCC3)nc2c1,-1.6,3.7,-0.8,2.7,-0.6,3.6,1.0,0.4,11.1
CNS(=O)(=O)c1cn(CC(=O)NCc2ccc(F)cc2)cc1S(=O)(=O)NC,3.3,-1.5,6.4,-14.5,-0.7,-1.5,-2.6,1.3,2.3
COc1cc(=O)[nH]c(SC(C)C(=O)Nc2nc3c(s2)CCCC3)n1 (stereo not drawn),3.5,0.3,3.9,0.9,-13.6,9.1,-2.0,-0.1,-3.1
O=C(NCCN1CCOCC1)c1cc(-c2ccccc2)on1,2.9,1.0,-1.8,-5.6,-23.0,1.4,1.5,1.1,-6.3
CC1=NN(c2ccccc2)C(=O)C1CCC#N (stereo not drawn),-0.8,.,0.3,3.8,-9.5,2.1,0.7,-0.6,0.3
Cc1cc(C)c(NC(=O)Cn2nnc(C(=O)NCc3ccco3)c2N)c(C)c1,6.1,2.6,2.3,-5.6,-9.3,15.8,4.1,0.3,-0.5
